Source: PubChem (several laboratories)
PHOSPHO1 block: inhibitors of human PHOSPHO1 phosphatase | AID 1565 | Q8TCT1 | 290,000 tested, 1.1% active | inhibition, % at 13.3 µM | recombinant PHOSPHO1, absorbance phosphatase assay; in the data active = inhibition above about 60%
Target sequence (Q8TCT1 whole entry, looked up): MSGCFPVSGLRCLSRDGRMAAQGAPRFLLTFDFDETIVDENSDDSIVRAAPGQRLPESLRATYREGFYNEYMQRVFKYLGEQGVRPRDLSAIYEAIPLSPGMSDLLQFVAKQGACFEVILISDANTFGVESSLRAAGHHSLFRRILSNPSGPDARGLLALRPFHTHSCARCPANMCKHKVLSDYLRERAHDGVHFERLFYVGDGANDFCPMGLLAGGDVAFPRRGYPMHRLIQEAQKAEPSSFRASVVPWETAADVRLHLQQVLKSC
NS3 helicase inh: HCV NS3 helicase inhibition | 290,000 tested, 0.56% active | NS3 helicase DNA unwinding, Cy5 molecular beacon fluorescence | AID 1800 | inhibition, % at 10.9 µM;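 active = inhibition above the mean of all tested compounds plus 3 SD, set per campaign, cut at about 35% in these data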;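 also: 0% = DMSO wells and 100% = thioflavine S control wells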
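Material: hepatitis C virus NS3 helicase domain fragment enzyme; measured by: Cy5 fluorescence, 0 and 60 min reads; control set: DMSO and thioflavine S; incubation: 60 min unwinding reaction at 25 °C after ATP addition; read-out basis: % inhibition from 60/0 min fluorescence ratio, DMSO 0%, thioflavine S 100%; repeats: singlicate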
IMP-1 inhibitor: inhibitors of Pseudomonas aeruginosa IMP-1 metallo-beta-lactamase; purified IMP-1, nitrocefin hydrolysis, epi-absorbance fluorescence; inhibition, % at 5.6 µM; 290,000 tested, 0.45% active; AID 1556;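 active = inhibition above the mean plus 3 SD of all compounds in the same screening run, cut at about 4.5% in these data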;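 also: 0% = IMP-1 with DMSO and 100% = DMSO wells lacking enzyme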
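Assay system: purified IMP-1; Quantity: IMP-1 0.2 nM before substrate addition; Medium: HEPES buffer pH 7.1 with ZnSO4 and Brij 35; Incubation: 15 min enzyme–compound preincubation, then 25 min nitrocefin reaction, 25 °C; Signal: fluorescence quenching readout, ex 480/em 530 nm; Controls: DMSO with and without IMP-1; Repeats: singlicate testing.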
OXTR ag: human OXTR agonism. AID 2435. activation, % at 3 µM. P30559. 320,000 tested, 0.32% active. CHO-OTR cells, Fluo-8 calcium fluorescence; normalized: DMSO 0%, oxytocin 100%;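 active = activation above the mean of all tested compounds plus 3 SD, cutoff set per screening run, cut at about 20% in these data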;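 also: peak over basal fluorescence ratio from a 100 s FLIPR kinetic read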
Target sequence (P30559 whole entry, looked up): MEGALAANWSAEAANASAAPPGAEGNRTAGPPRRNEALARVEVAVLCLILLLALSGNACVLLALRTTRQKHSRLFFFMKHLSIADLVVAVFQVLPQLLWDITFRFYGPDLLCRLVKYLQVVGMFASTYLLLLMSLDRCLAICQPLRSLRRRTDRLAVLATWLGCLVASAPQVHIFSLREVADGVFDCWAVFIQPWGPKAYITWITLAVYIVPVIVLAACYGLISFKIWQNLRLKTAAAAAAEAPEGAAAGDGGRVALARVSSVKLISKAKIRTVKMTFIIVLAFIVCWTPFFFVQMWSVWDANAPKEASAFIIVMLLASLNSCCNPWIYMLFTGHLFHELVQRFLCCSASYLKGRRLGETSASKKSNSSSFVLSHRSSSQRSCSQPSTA
GalR3 antagonist: human GalR3 antagonism | O60755 | HEK293 GalR3-CNG cAMP membrane potential fluorescence; galR3 body fused to GalR1 C-terminus | inhibition, % at 3 µM | 360,000 tested, 0.44% active | AID 651719;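 active = inhibition above the screen-wide average plus 3 SD, cut at about 13% in these data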;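 also: forskolin and galanin both at EC90 stimulate the cells; cAMP rise reported by CNG channel membrane potential dye signal; 0% = forskolin plus galanin with DMSO and 100% = forskolin alone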
GPR7 antag: blocks human GPR7 receptor signaling; P48145; GPR7-expressing cells, fluorescence antagonist assay; inhibition, % at 4.4 µM; 290,000 tested, 1.1% active; AID 1861; in the data active = inhibition above about 16%, passing the limit was not always enough;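 also: cells stimulated with the agonist NPW; 0% = agonist with vehicle and 100% = vehicle without agonist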
V1aR counter: V1a receptor agonism, counter-screen for OXTR agonists | P37288 | CHO-V1R cells, Fluo-8 calcium fluorescence, agonist mode; 0% DMSO, 100% 3 nM vasopressin | activation, % at 3 µM | 320,000 tested, 0.25% active | AID 2797;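 active = activation above the mean activation of all tested compounds plus 3 SD, per screening run, cut at about 20% in these data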;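 also: signal is peak over basal fluorescence ratio across a 100 second FLIPR read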
Target sequence (P37288 whole entry, looked up): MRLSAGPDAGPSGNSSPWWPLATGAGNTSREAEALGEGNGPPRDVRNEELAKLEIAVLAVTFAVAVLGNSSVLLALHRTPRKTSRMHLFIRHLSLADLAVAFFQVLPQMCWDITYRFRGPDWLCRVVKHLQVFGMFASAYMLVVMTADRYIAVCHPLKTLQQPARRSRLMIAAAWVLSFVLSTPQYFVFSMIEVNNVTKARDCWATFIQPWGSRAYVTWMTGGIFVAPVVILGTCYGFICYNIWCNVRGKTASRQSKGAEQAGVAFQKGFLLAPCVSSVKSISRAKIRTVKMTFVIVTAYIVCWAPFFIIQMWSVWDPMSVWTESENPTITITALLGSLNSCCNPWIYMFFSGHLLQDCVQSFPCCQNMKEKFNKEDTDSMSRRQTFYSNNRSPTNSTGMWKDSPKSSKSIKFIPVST
VIM-2 inh: inhibitors of Pseudomonas aeruginosa VIM-2 metallo-beta-lactamase. purified VIM-2, nitrocefin hydrolysis, epi-absorbance fluorescence. inhibition, % at 5.6 µM. 290,000 tested, 0.89% active;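 active = inhibition above the mean of all tested compounds plus 3 SD, cutoff set per screening run, cut at about 7.5% in these data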;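 also: red hydrolysis product quenches plate fluorescence so inhibitors raise well fluorescence; 0% = enzyme with DMSO and 100% = DMSO without enzyme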
DNA FID counter: counter-screen for HCV NS3 helicase inhibitors: DNA intercalator displacement. AID 1845. DNA fluorescent intercalator displacement, fluorescence. 290,000 tested, 0.17% active. inhibition, % at 7.9 µM; in the data active = inhibition above about 37%;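 also: 0% = vehicle and 100% = reference compound; higher means more ethidium bromide displaced from hairpin DNA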
The depositor's hits bear a star; ! = repeats disagree. The order is random; any-hit rate near 4.3%.

Molecule	PHOSPHO1 block	NS3 helicase inh	IMP-1 inhibitor	OXTR ag	GalR3 antagonist	GPR7 antag	V1aR counter	VIM-2 inh	DNA FID counter
N/C(=N\OC(=O)c1ccccc1Br)c1ccc([N+](=O)[O-])cc1	41	0	12*	-0.7	-6	-1	5.5	-2.1	4
O=C(CN1CCN(S(=O)(=O)c2ccccc2)CC1)NC1CC1	13	-1	-1.8	1.5	0	12	1.5	-2.1	-3
Fc1ccc(-[n+]2nc(Nc3ccccc3)sc2-c2ccc(OCc3ccccc3)cc2)cc1	-86	-51	-1.7	0.0	-6	-1	-1.1	-4.1	-14
CCOc1ccc(C(=O)CCC(=O)N2CCC(C(=O)OC)CC2)cc1	37	5	0.1	-1.1	-8	-5	-0.5	-2.9	-27
O=C(Cc1ccccc1)Nc1ccccc1C(=O)O	0	-9	-4.7	-0.7	0	-6	0.0	-3.0	0
O=C1c2cccc([N+](=O)[O-])c2C(=O)N1CCO	-10	22	-0.2	3.2	-2	-1	0.5	-2.6	1
CCc1cccc(CC)c1NC(=O)COC(=O)c1cccc(-c2ccc(OC(C)=O)cc2)c1	-1	2	-3.0	1.0	-8	0	2.6	-2.4	-5
CCCCCOC(=O)C1[C@H]2C(=O)N(c3ccccc3CC)C[C@]23C=C[C@H]1O3 (stereo partly specified)	-6	-1	-1.1	-2.3	0	-4	-0.1	1.0	-26
COc1cccc(-c2nc(CSCC(=O)NCC3CCCO3)c(C)o2)c1 (stereo unspecified)	13	8	1.2	0.3	-2	-15	0.1	-0.3	-21
COc1ccc(C(=O)n2nc(C)c(Br)c2C)cc1	16	-2	-0.8	-2.4	4	7	-0.8	-0.9	3
COc1ccc(S(=O)(=O)N2CCC(C(=O)N3CCCCC3)CC2)cc1OC	52	2	-3.1	2.9	-3	-10	1.7	-3.0	-11
CC1SCC(=O)N(CC(=O)NCc2ccccc2)C1=O (stereo unspecified)	-18	-8	-2.2	-0.1	-4	-2	0.5	-0.2	0
COc1ccc(NC(=O)c2ccc(CNc3c(NC4CCCCC4)c(=O)c3=O)cc2)c(OC)c1	-7	4	-5.5	-0.6	14*!	0	-0.4	-3.0	-5
COc1ccccc1NC(=O)CN(c1ccc([N+](=O)[O-])cc1)S(=O)(=O)c1ccccc1	0	-10	-3.5	-1.8	-9	1	0.1	-0.8	-4
NS(=O)(=O)c1ccc(CNC(=O)/C=C/c2cccc([N+](=O)[O-])c2)cc1	-1	0	-1.5	0.9	2	-24	-0.1	-1.6	1
CCOC(=O)CSc1cccc2cccnc12	-1	0	-3.0	0.2	0	-7	-0.5	-1.5	-2
COc1ccccc1C(=O)NNC(=O)CN1C(=O)c2ccccc2C1=O	34	3	-0.3	0.5	-1	-8	-0.9	-2.9	-6
COc1ccc(Cn2cnc([N+](=O)[O-])c2)cc1[N+](=O)[O-]	4	1	-1.5	1.5	-2	-7	0.7	-1.5	-3
S=C(Nc1ccc(Br)cc1Cl)Nn1cnnc1	-27	1	-0.7	-0.6	0	-18	0.8	-0.1	0
Cc1cc(C)n(-c2nc3ccccc3nc2N2CCN(S(=O)(=O)c3ccc4ccccc4c3)CC2)n1	20	9	-4.2	-0.3	-1	-10	0.3	-4.1	1
Cc1ccc(-c2csc3ncnc(N4CCN(Cc5ccccc5)CC4)c23)cc1	45	-6	-1.1	0.1	-7	11	-0.2	1.7	-5
Cc1ccc(/C=C/C(=O)OCn2nnc3ccccc3c2=O)o1	20	0	-1.2	-0.7	-2	-10	0.5	-2.2	-6
COc1n[nH]c(C(=O)Nc2nc3ccccc3s2)c1[N+](=O)[O-]	12	6	-2.3	-1.9	-2	12	1.4	-4.8	-1
CC(C)c1ccc(C2NC(=S)NC3=C2C(=O)CC(C)(C)C3)cc1 (stereo unspecified)	-29	-11	-0.1	-2.4	-1	2	-0.8	-0.4	-11
O=C1NCCC/C1=N/Nc1cc(F)ccc1F	-6	-10	-1.0	1.8	0	-7	3.4	-1.5	-3
CS(=O)(=O)NN1C(=O)c2ccccc2NC1c1cccc(O)c1 (stereo unspecified)	-13	-4	-0.9	-1.3	0	-17	1.1	0.6	1
O=C1c2ccccc2S(=O)(=O)N1CC1CC(c2ccccc2Cl)=NO1 (stereo unspecified)	-15	-4	-1.3	-0.2	5	-14	0.8	-1.6	-10
O=C1CC(c2ccsc2)c2ccc3ccccc3c2N1 (stereo unspecified)	32	1	-2.6	-0.2	-9	-5	1.2	-2.9	-23
COc1ccc(NS(=O)(=O)c2cc(C(=O)O)ccc2C)cc1	6	-2	-1.6	0.1	-1	-3	-0.4	-3.0	0
COc1ccc(C(=O)c2oc3ccccc3c2NC(C)=O)cc1	42	-3	-2.3	-2.6	-3	-3	-1.6	-0.8	-9
Cc1nnc(SCC(=O)c2c(N)n(Cc3ccccc3)c(=O)n(C)c2=O)n1C	-20	-7	-2.1	1.0	-5	-6	0.7	-2.6	-10
Cc1cc(C)cc(C(=O)N2CCCCCC2)c1	0	5	-3.7	-2.4	-6	1	-1.4	-2.8	-7
CCN(CC)Cc1oc(-c2ccccc2)cc1C(=O)O	-17	14	-1.3	-0.1	-1	-11	0.1	-4.0	1
COc1ccc(-n2c(=O)[nH]cc(C(=O)Nc3ccccc3)c2=O)cc1	-6	10	-5.2	2.2	-2	2	2.5	4.3	-6
Cn1c2ccccc2c2nnc(SCC(N)=O)nc21	28	0	-2.9	1.0	-2	-2	0.4	8.0*	-4
Cc1cc(=O)[nH]c(SC/C=C/c2ccccc2)n1	7	-5	-7.5	0.4	4	-2	2.3	-0.5	-7
C[C@@H](NC(=O)[C@@H]1Cc2ccccc2CN1C(=O)OC(C)(C)C)C(=O)NC1CCCC1	8	-1	-0.9	-1.4	2	-12	0.3	1.3	-35
Cc1ocnc1C(=O)Nc1ccc(Cl)cc1	22	3	-2.0	-0.7	-4	-3	0.1	-1.5	-1
CCOc1ccc(NC(=O)CSc2nc3c(c(=O)n2C)SC(C)C3)cc1 (stereo unspecified)	-4	0	-1.7	-1.3	1	-9	0.3	-2.1	-9
COCCCNC(=O)c1c(N)n(-c2ccc(S(N)(=O)=O)cc2)c2nc3ccccc3nc12	4	2	-2.3	0.4	-3	-3	1.4	0.2	-8
CCc1ccc(C2C(C#N)=C(N)Oc3cc(N)ccc32)cc1 (stereo unspecified)	24	-5	-2.0	0.5	-3	-15	1.1	-2.1	-14
N#Cc1c(/N=C/c2ccco2)sc2c1CCCCC2	29	1	-3.9	-0.6	-2	-13	-0.7	-0.2	-9
O=C(c1ccc(Cl)c(S(=O)(=O)NCc2ccco2)c1)N1CCN(c2ccc(F)cc2)CC1	3	-5	-4.3	1.2	-2	-1	4.3	-4.2	-36
COC(=O)Cn1c(=O)cnc2ccccc21	-1	7	-2.2	0.7	-2	1	-0.8	-4.2	1
CCS(=O)(=O)c1ccc2c(c1)N(S(=O)(=O)c1ccc(OC)cc1)CC(C(=O)O)O2 (stereo unspecified)	4	3	-2.3	-0.1	-4	-15	-0.4	-2.1	-34
CCOc1ccccc1NC(=O)/C(C#N)=C/c1c(C)nn(-c2ccccc2)c1Cl	1	4	-2.6	-1.3	-1	5	0.6	-0.5	-11
Cc1nc2nc(SCC(=O)NCCCN3CCCC3)nn2c(C)c1Cc1ccccc1Cl	4	-28	-2.2	0.8	-8	4	-1.4	-2.1	4
C/C(=N\Nc1nc(-c2cc(C)ccc2C)cs1)c1cc2ccccc2oc1=O	-12	20	-1.9	-0.1	6	-5	-0.6	1.0	-7
CCCN1CCC(NC(=S)Nc2cccc(Cl)c2Cl)CC1	18	5	-2.6	2.2	-3	-3	0.7	-4.7	4
O=C(Cn1cnc(S(=O)(=O)N2CCCCC2)c1)Nc1ccc(OC(F)(F)F)cc1	48	-9	-2.6	0.0	-11	-5	-0.3	0.5	-24
CCc1nn(C(C)C(=O)NCc2cccc(OC)c2)c(=O)c2cc3occc3n12 (stereo unspecified)	18	11	-2.3	1.2	2	-12	2.8	-2.1	-28
CC12C(=O)N(CCC(=O)O)C(=O)C1C1C=CC2C1 (stereo unspecified)	4	-4	-6.1	0.4	-4	4	0.7	-2.6	2
OC(COc1ccc(Br)cc1)CN1CCN(c2ccccc2)CC1 (stereo unspecified)	34	-30	-3.9	4.5	-3	-14	5.2	-1.6	1
Cc1nnc(SCC(=O)NCc2ccc(Cl)cc2)[nH]c1=O	12	19	-0.8	-0.3	-5	-6	-0.4	-3.2	1
CC(C)(C)OC(=O)N1CCC[C@H]1c1nnc(SCc2c(Cl)cccc2Cl)o1	-18	-3	-1.4	-1.2	-3	2	-1.0	-0.9	-35
Cc1ccc(S(=O)(=O)n2nc(-n3c(C)ccc3C)c3c(F)cccc32)c2ccccc12	18	4	-3.3	-1.2	0	-15	-0.2	-3.2	-1
O=C(CSc1nnnn1-c1cccnc1)Nc1ccc(F)cc1F	14	3	-1.9	-0.3	4	-1	-0.7	-3.2	-7
CCC(C)C1C(C#N)=C(N)OC2=C1C(=O)CC(C)(C)C2 (stereo unspecified)	7	5	-1.3	-1.0	-4	-6	-0.1	-4.7	-10
O=C(Nc1nnc(SCC(=O)N2CCOCC2)s1)c1ccccc1Cl	66*	9	-2.9	-0.5	-8	4	0.1	0.7	-9
COc1ccc(CC2(CO)CCN(Cc3cnn(-c4ccccc4)c3)CC2)cc1	49	-14	-5.1	5.6	-2	9	3.6	-2.5	20

Carrying on:
Molecule	PHOSPHO1 block	NS3 helicase inh	IMP-1 inhibitor	OXTR ag	GalR3 antagonist	GPR7 antag	V1aR counter	VIM-2 inh	DNA FID counter
O=C(CCNS(=O)(=O)c1ccc(Cl)cc1)N1CCCCCC1	41	10	-2.8	0.0	-5	-13	-0.6	-3.4	-22
COc1ccc(Cc2noc(CN(C)Cc3cccc(-n4cccn4)c3)n2)cc1OC	26	4	-2.8	-0.8	2	-9	1.9	-1.4	-48
C=CCN=C1CC(C)(C)CC(=O)/C1=C(\O)c1ccccc1	37	1	-2.9	0.2	-4	-5	-0.3	-2.4	-6
Cc1cccc(NS(=O)(=O)c2ccc3c(c2)NC(=O)CO3)c1C	38	-4	-1.8	0.0	-6	-14	1.8	-1.9	-6
CC(C)c1ccc(C(=O)CSc2ncn[nH]2)cc1	100*	-9	-3.2	1.7	-9	8	2.4	-2.0	-4
Cc1nnc(SCc2cccc([N+](=O)[O-])c2)o1	-1	7	-0.4	-0.7	0	-7	0.6	-1.7	-6

Whole records from above. Order of values: PHOSPHO1 block, NS3 helicase inh, IMP-1 inhibitor, OXTR ag, GalR3 antagonist, GPR7 antag, V1aR counter, VIM-2 inh, DNA FID counter
Record of `O=C(CCNS(=O)(=O)c1ccc(Cl)cc1)N1CCCCCC1` : 41, 10, -2.8, 0.0, -5, -13, -0.6, -3.4, -22
Record of `C=CCN=C1CC(C)(C)CC(=O)/C1=C(\O)c1ccccc1` : 37, 1, -2.9, 0.2, -4, -5, -0.3, -2.4, -6
